Screens from PubChem BioAssay.
Bim-Bcl-2: human Bim-Bcl-2 interaction inhibition; AID 950; inhibition, % at 10 µM; Bead-based flow cytometry, Bim peptide-Bcl-2 binding; 190,000 compounds, 0.06% hits; in the data active means inhibition above about 40%; inconclusive means no clear call, values can overlap the other calls;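 further: 0% = no compound wells with probe peptide and 100% = reference peptide inhibitor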
Target sequence (P10415 whole entry, looked up): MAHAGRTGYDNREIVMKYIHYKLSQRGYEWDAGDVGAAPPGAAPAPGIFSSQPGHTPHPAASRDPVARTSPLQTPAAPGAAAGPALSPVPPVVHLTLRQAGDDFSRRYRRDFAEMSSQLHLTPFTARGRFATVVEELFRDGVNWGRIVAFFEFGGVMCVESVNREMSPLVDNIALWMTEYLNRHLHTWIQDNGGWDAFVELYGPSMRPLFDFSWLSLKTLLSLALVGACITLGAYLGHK
Rac1 mut GTP: human Rac1 activated mutant GTP binding change | P63000 | GST-Rac1 activated beads, fluorescent GTP binding, flow cytometry; actives lie on both sides; 100% means binding = to untreated wells | percent activity (GTP binding), % at 10 µM | 190,000 compounds, 0.11% hits | AID 764;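 active means GTP binding at least 20 percentage points away from the 100% baseline, in either direction, so actives lie on both sides; inconclusive means Compound likely fluorescent itself, or too few beads counted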
Bim-Bcl-W: human Bim-Bcl-W interaction inhibition. Q92843. bead-based flow cytometry, Bim peptide-Bcl-W binding. AID 952. inhibition, % at 10 µM. 190,000 compounds, 0.02% hits;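 further: 0% = bound tracer without compound and 100% = peptide blocker; higher means less fluorescent Bim peptide bound to Bcl-W beads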
Target sequence (Q92843 whole entry, looked up): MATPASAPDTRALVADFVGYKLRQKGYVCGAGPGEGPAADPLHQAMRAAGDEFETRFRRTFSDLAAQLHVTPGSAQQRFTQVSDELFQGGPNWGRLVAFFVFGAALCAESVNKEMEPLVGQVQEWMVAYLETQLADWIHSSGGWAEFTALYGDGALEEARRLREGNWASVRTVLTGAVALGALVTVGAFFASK
Bfl-1 Bim block: human Bim-Bfl-1 interaction inhibition | Bead-based flow cytometry, Bim-Bfl-1 binding inhibition | inhibition, % at 10 µM | 190,000 compounds, 0.12% hits;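 further: 0% = wells without compound plus tracer and 100% = blocker peptide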
Rac1 wt GTP bind: human Rac1 wildtype GTP binding, inhibitors and activators; GST-Rac1 beads, fluorescent GTP binding, flow cytometry; actives lie on both sides; 0 = cold GTP competed, 100 = untreated; 190,000 compounds, 0.27% hits; GTP binding activity (% of control), % at 10 µM; P63000;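 active means GTP binding activity at least 20 points away from the 100% control level, either lower or higher; inconclusive means compound flagged as likely green fluorescent, judged across all proteins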
Rab7 wt modul: modulators of GTP binding to dog Rab7 wildtype GTPase; GST-Rab7 beads, fluorescent GTP binding, flow cytometry; actives lie on both sides; untreated = 100%, excess cold GTP = 0%; GTP binding activity (percent of control), % at 10 µM; 190,000 compounds, 0.055% hits;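 active means fluorescent GTP binding to Rab7 beads changed by at least 20 points from the 100% baseline, either direction, mostly lower; inconclusive means compound itself probably fluorescent, or too few beads counted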;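 further: median green fluorescence of bound Bodipy-FL-GTP per Rab7 bead population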
Rab2A wt mod: changes GTP binding to wildtype dog Rab2A, up or down; GTP binding activity, % at 10 µM; GST-Rab2 wt beads, Bodipy-GTP binding, flow cytometry; 190,000 compounds, 0.19% hits;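 active means GTP binding activity at least 20 points away from 100%, either lowered or raised; inconclusive means signal likely due to the compound's own green fluorescence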;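 further: 0% = beads with excess unlabeled GTP and 100% = no-compound control corrected for plate trend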
Cdc42 wt: human Cdc42 wildtype GTP binding change, either direction. P60953. GST-Cdc42 beads, Bodipy-GTP binding, flow cytometry; actives lie on both sides. percent activity (GTP binding), % at 10 µM. 190,000 compounds, 0.2% hits. AID 761;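 active means percent activity GTP binding at least 20 points away from the 100% baseline, either down as inhibitor or up as activator; inconclusive means compound flagged as likely green fluorescent from well-wide comparison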;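 further: median bead fluorescence of bound Bodipy-FL-GTP at 100 nM; 0% = excess unlabeled GTP control and 100% = no compound control; below 100% means less GTP binding so inhibitor and above means activator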
Target sequence (P60953 whole entry, looked up): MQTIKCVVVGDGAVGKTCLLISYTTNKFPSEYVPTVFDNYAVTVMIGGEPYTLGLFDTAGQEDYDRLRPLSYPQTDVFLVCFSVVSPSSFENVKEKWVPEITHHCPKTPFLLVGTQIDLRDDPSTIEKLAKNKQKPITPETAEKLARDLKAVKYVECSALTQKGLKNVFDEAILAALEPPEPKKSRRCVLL
Bim-Bcl-B: disrupts Bim peptide binding to human Bcl-B; Q9HD36; bead-based flow cytometry; inhibition, % at 10 µM; 190,000 compounds, 0.073% hits; AID 951;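 further: 0% = tracer peptide without compound and 100% = reference inhibitor peptide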
Target sequence (Q9HD36 whole entry, looked up): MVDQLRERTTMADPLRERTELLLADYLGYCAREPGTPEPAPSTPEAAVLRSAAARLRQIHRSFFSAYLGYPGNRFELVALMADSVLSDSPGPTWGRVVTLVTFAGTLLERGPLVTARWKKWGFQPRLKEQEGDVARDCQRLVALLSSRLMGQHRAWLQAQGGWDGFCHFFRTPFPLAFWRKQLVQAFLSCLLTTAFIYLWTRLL
HRas wt GTP bind: human HRas wildtype GTP binding, change in either direction; GST-Ras wt beads, Bodipy-FL-GTP binding, flow cytometry; actives lie on both sides; GTP binding activity, % at 10 µM; 190,000 compounds, 0.14% hits; AID 759; P01112;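 active means GTP binding activity at least 20% away from the 100% baseline, either lowered as inhibitor or raised as activator; inconclusive means flagged as likely green fluorescent, judged across all proteins in the well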;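 further: 0% = unlabeled GTP competition control and 100% = no-compound control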
Target sequence (P01112 whole entry, looked up): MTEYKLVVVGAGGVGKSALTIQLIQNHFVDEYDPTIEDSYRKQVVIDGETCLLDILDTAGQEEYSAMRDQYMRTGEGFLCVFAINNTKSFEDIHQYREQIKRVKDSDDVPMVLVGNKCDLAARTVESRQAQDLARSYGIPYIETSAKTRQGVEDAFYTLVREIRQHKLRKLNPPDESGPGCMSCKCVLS
Bcl-XL Bim block: disrupts Bim peptide binding to human Bcl-XL; Q07817; bead flow cytometry, fluorescence; inhibition, % at 10 µM; 190,000 compounds, 0.04% hits
* hit, by the source's call; ? = inconclusive. Unless noted, no stated cut-off is given here; in the data, active means inhibition above about 40%. Random draw from the library (roughly 0.62% active in at least one column).

SMILES	Bim-Bcl-2	Rac1 mut GTP	Bim-Bcl-W	Bfl-1 Bim block	Rac1 wt GTP bind	Rab7 wt modul	Rab2A wt mod	Cdc42 wt	Bim-Bcl-B	HRas wt GTP bind	Bcl-XL Bim block
O=S(=O)(NCc1cn2ccccc2n1)c1cc(F)ccc1F	-13	101	-5	-17	113	100	98	105	-10	101	-6
CC(=O)N/N=C/c1c(C)[nH]n(-c2ccccc2)c1=O	-3	96	1	-6	100	104	101	102	-2	99	-2
CCn1c2ccccc2c2cc(NC(=O)CN(C)CC(=O)Nc3ccc(N4CCOCC4)cc3)ccc21	-4	95	4	-5	95	95	94	97	0	93	0
Cc1ccc(OC(=O)c2ccc3snnc3c2)cc1	81*	95	11	62*	99	96	99	98	81*	99	14
CC1Cc2ccccc2N1C(=O)CSc1nnc(-c2ccc(S(=O)(=O)N3CCCC3)cc2)o1 (stereo not given)	-5	96	-5	-4	101	105	101	101	-6	102	-3
Cc1ccc(C(=O)O)cc1NC(=S)NC(=O)Cc1ccccc1	-3	103	-1	-2	105	99	106	107	-4	107	-3
c1cncc(CSc2nnc3ccc(-c4ccco4)nn23)c1	1	96	0	1	99	98	96	94	-2	97	0
Cc1ccc(N2C(N)=C(C#N)C(c3ccsc3)C3=C2CC(C)(C)CC3=O)cc1 (stereo not given)	0	99	-1	-4	101	93	99	99	-4	101	-4
COC(=O)c1c(-c2cccs2)csc1NC(=O)CN1CCOCC1	0	96	3	-9	98	95	98	97	-6	97	0
Cc1cc(Nc2ccccc2)nc(NCc2ccccc2)n1	-2	99	-3	-4	103	101	101	103	-9	100	-6
COCCNc1ccc(N2C(=O)C3CCCCC3C2=O)cc1[N+](=O)[O-] (stereo not given)	-3	98	-6	-1	101	95	98	100	-5	100	-5
COc1cc(C(=O)NCc2ccc3[nH]c(C)cc3c2)cc(OC)c1OC	4	94	7	5	93	100	97	98	0	99	0
COc1ccc(/C=N/NC(=O)/C(=C/c2ccccc2)CCO)cc1	-8	99	-12	-5	103	97	99	102	-4	100	-7
Cc1cc(N)nc2nc(C(F)(F)F)nn12	-3	97	-2	-5	98	94	97	96	0	95	-1
Cc1ccccc1N=C1c2ccccc2C(=O)C1[N+](=O)[O-] (stereo not given)	-8	91	0	-8	95	101	94	94	-1	98	-3

Compound profiles (already shown). Screens in order: Bim-Bcl-2	Rac1 mut GTP	Bim-Bcl-W	Bfl-1 Bim block	Rac1 wt GTP bind	Rab7 wt modul	Rab2A wt mod	Cdc42 wt	Bim-Bcl-B	HRas wt GTP bind	Bcl-XL Bim block
`Cc1ccc(C(=O)O)cc1NC(=S)NC(=O)Cc1ccccc1` as listed: -3	103	-1	-2	105	99	106	107	-4	107	-3
`Cc1ccc(N2C(N)=C(C#N)C(c3ccsc3)C3=C2CC(C)(C)CC3=O)cc1` (stereo not given) as listed: 0	99	-1	-4	101	93	99	99	-4	101	-4

Only Rab2A wt mod, for some of the entries so far:
smiles,Rab2A wt mod
Cc1ccc(C(=O)O)cc1NC(=S)NC(=O)Cc1ccccc1,106
Cc1ccc(N2C(N)=C(C#N)C(c3ccsc3)C3=C2CC(C)(C)CC3=O)cc1 (stereo not given),99
Cc1cc(N)nc2nc(C(F)(F)F)nn12,97

(list continues)
SMILES	Bim-Bcl-2	Rac1 mut GTP	Bim-Bcl-W	Bfl-1 Bim block	Rac1 wt GTP bind	Rab7 wt modul	Rab2A wt mod	Cdc42 wt	Bim-Bcl-B	HRas wt GTP bind	Bcl-XL Bim block
O=C(NCC(c1ccco1)N1CCCCC1)c1ccc(OCc2ccccc2)cc1 (stereo not given)	-3	92	2	4	91	100	96	93	0	93	0
Cc1cc(OCC(=O)N2CCOCC2)ccc1NC(=O)C1CCCCC1	-6	98	-1	-9	101	100	99	99	-4	98	-5
N/C(=N\OC(=O)COc1ccc([N+](=O)[O-])cc1)c1cccnc1	0	93	-5	4	89	101	95	90	0	95	-2
CCc1c(C)nc2cc(-c3ccc(OC)cc3)[nH]n2c1=O	1	97	2	-3	99	96	97	99	5	98	1
O=C(Nc1nnc(CCc2ccccc2)s1)c1ccco1	-3	97	-5	-2	101	96	99	101	-3	99	-4
CN1CCN(CCCCC(=O)c2ccccc2)CC1	0	97	0	-1	98	94	98	100	0	98	0
COc1cccc(/C=N/NC(=O)C(=O)NCc2ccco2)c1OC	3	97	0	0	99	91	94	96	-3	91	-1
CCOC(=O)C(Cc1c(F)cccc1Cl)c1ccnc2nc(N)nn12 (stereo not given)	-2	93	-1	-3	98	93	96	97	1	94	-2
CCOC(=O)c1ccc(NS(=O)(=O)c2cc(-c3nnnn3CC)ccc2OC)cc1	-3	98	-8	2	104	97	102	101	-5	99	-7
CCn1c(-c2cc(-c3ccc(C)cc3)nc3ccccc23)n[nH]c1=S	-1	91	-4	0	96	94	92	95	-32	95	-6
COc1ccc(C2C(C(=O)NCc3ccco3)CCC(=O)N2c2ccc(OC)cc2)cc1 (stereo not given)	-13	?	-1	-14	?	?	?	?	-11	?	-7
COc1ccc(O)c(C=Nc2cc(C)on2)c1	-4	98	0	-9	101	99	98	99	-4	99	-5
COCCNCC(=O)Nc1nc(C)cs1	0	97	-2	-3	97	108	97	98	-1	97	-2
Cc1nc(C)c(-c2csc(NCc3ccccc3)n2)s1	4	98	8	6	101	96	100	98	2	95	8
C=CCn1c(SCC(=O)Nc2cc(C)ccc2C)nnc1-c1cnccn1	0	100	-1	-3	102	104	104	104	2	104	0
CCCC1Cc2c(sc3ncnc(N)c23)CO1 (stereo not given)	1	?	0	-4	?	?	?	?	4	?	1
COc1ccc(C(=O)NCCn2ccc3ccccc32)c(OC)c1	-5	100	-2	-9	103	100	100	102	-3	102	-5
COc1ccc(-c2nc3ccc([N+](=O)[O-])cc3o2)cc1	-6	95	-3	-3	101	96	98	102	-6	100	-6
CC(C)c1ccc(NC(=O)C(c2ccccc2)N2CCC3(CC2)OCCO3)cc1 (stereo not given)	-9	97	-3	-14	98	99	98	98	-10	98	-8
CCOC(=O)c1c(OCCO)nn(-c2ccc(Cl)cc2)c1N	0	99	-1	-8	98	91	95	95	-6	97	0
Cc1ccc(C(=O)Oc2csc(=S)n2C(=O)c2ccc(C)cc2)cc1	0	93	-2	0	96	98	95	93	2	94	-2
Cc1ccc(NC(=O)N/C=C/c2ccccc2)cc1	0	?	-2	-1	?	?	?	?	0	?	-5
COc1ccc(N(CC(O)CN2C(=O)NC(C)(C)C2=O)S(=O)(=O)c2ccccc2)cc1 (stereo not given)	-6	100	2	-8	108	103	101	103	-5	103	-6
Cc1c(NC(=O)CSc2nc3ccc(Cl)cc3[nH]2)c(=O)n(-c2ccccc2)n1C	0	97	0	-13	101	96	98	99	-5	98	-4
CCCCc1ccc(NC(=O)COc2ccc(C(=O)Nc3ccccc3OCC)cc2)cc1	-8	101	2	-8	106	104	100	105	-6	102	-3
Cc1ccccc1OC1C(=O)N(CC2CCCO2)C1c1ccc2c(c1)OCO2 (stereo not given)	-5	94	1	-4	98	99	98	93	-2	98	1
Oc1ccc(/C=C/c2nc(-c3ccccc3O)n(-c3ccccc3)n2)cc1	-5	94	4	-10	99	99	92	98	-4	99	0
Cc1[nH][nH]c(=O)c1C=NCc1cccnc1	-1	99	0	2	98	99	97	98	-2	98	-1
CC(C)(C)C(=O)/C(=C\c1ccc([N+](=O)[O-])cc1)n1cncn1	6	93	-3	10	103	98	96	93	-3	97	-3
COC(=O)c1ccccc1NC(=O)NC1CCN(Cc2ccccc2)CC1	0	101	-5	1	103	102	104	105	1	104	0
CCC1CCCCN1Cc1ccc(OC)c(C)c1C (stereo not given)	-4	98	3	-12	108	104	102	102	-5	103	-3
CC(=O)c1c(C(C)=O)c(C)n(-c2ccc3ncccc3c2)c1C	0	98	0	-2	101	104	101	100	0	100	-1
Nc1nnc(SCC(=O)c2cccc([N+](=O)[O-])c2)s1	-1	98	-2	1	99	98	101	99	0	99	0
COCC(C)n1c(C)cc(C(=O)CSc2nnc(Nc3ccccc3F)s2)c1C (stereo not given)	1	97	0	2	98	95	99	99	0	97	0
O=C(CNc1ccc(F)cc1)N/N=C1\CCc2ccccc21	2	96	0	1	98	93	95	97	-1	97	0
Cn1cccc1C(=O)NS(=O)(=O)c1ccccc1Cl	0	97	0	0	105	100	98	100	-4	99	-3
COC(=O)[C@@]1(Cc2ccc(OC)cc2)[C@H]2c3cc(C(=O)N(C)C)n(Cc4ccc(OC(F)(F)F)cc4)c3C[C@H]2CN1C(=O)c1ccccc1	1	98	0	1	101	102	98	96	-3	100	-2
Oc1ccc(-c2nc3ncccn3c2Nc2ccc3c(c2)OCCO3)cc1	-11	97	0	-11	104	99	99	101	-7	100	-5
CN(c1ccc(C(=O)NCc2ccncc2)cc1)S(C)(=O)=O	-6	99	0	-14	103	102	100	103	-6	100	6
C=CCN(c1ccccc1)S(=O)(=O)c1cccc(C(=O)O)c1	-7	100	0	-9	101	101	98	95	-6	99	0
O=C(Cn1nnc2ccccc2c1=O)NC1CCCc2ccccc21 (stereo not given)	-2	98	-4	0	99	98	100	100	0	100	0
O=C(COC(=O)C1CC1)Nc1ccc(OC(F)F)cc1	-4	95	-1	0	97	97	98	98	-4	97	0
COc1ccc(NC(=O)Nc2ccncc2)c(OC)c1	-1	95	-3	-7	98	111	98	95	-6	100	-7
O=C(NCC(c1cccs1)N1CCOCC1)c1ccco1 (stereo not given)	-1	102	1	3	108	105	104	108	0	106	0
Cc1cccc(N(Cc2nnc3n2CCCCC3)C(=O)Nc2ccccc2)c1	-9	93	-2	-13	96	94	96	96	-9	99	-13
COc1ccccc1C(=O)NCC(=O)OCc1ccc(Br)cc1	10	99	6	10	102	98	100	102	8	98	8
COc1ccc(OCC(=O)N/N=C/C=C/c2ccccc2)cc1	2	94	-1	1	99	98	98	100	-2	95	-3
COc1ccc(N2C(=O)CC(Nc3ccc(C(=O)O)cc3)C2=O)cc1OC (stereo not given)	0	95	3	0	101	94	93	96	-1	95	0
COc1ccc(NC(=O)c2ccccc2NC(=O)COc2ccccc2)cc1	-2	102	3	-9	110	103	101	106	-3	103	0
COc1ccc(NC(=O)c2ccccc2NC(=O)CSc2ccc(Cl)cc2)cc1	-6	95	-2	-4	97	94	95	95	-7	98	-3
CC1(C)CC(=O)C2=C(C1)NC(SCC(=O)Nc1ccccc1)=C(C#N)C2c1ccco1 (stereo not given)	0	95	3	5	99	98	100	98	4	99	3
CCC(=O)n1nc(-c2cccnc2)nc1NCc1cccs1	-4	98	-1	-2	101	98	101	101	-3	96	-1
N#C/C(=C\C1CC=CCC1)c1nc2ccccc2[nH]1 (stereo not given)	0	94	-1	-1	97	95	94	96	-3	96	0
Cc1cccc(N2C(=O)C(Cl)=C(Nc3c(C)n(C)n(-c4ccccc4)c3=O)C2=O)c1C	-9	99	2	-11	101	101	100	102	-6	102	-3
C(=N\Nc1nnnn1-c1ccccc1)/c1ccncc1	-3	102	-3	-1	107	104	98	102	-6	102	-7
